Rab9 promoter act – activators of Rab9 promoter | Potency, µM (doses to about 9.22 µM), without a hit: at the top dose activation, negative = inhibition, hits mostly activators | Huh7 Rab9 promoter-luciferase reporter, luminescence, 24 h | 320,000 compounds, 2.8% hits; note: potency is the fitted concentration of half-maximal effect; % of control where 0% means no effect; nearly all actives have a fitted effect of over 60% in size
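Huh7 cells stably carrying Rab9 promoter–luciferase reporter, plated 1500 cells/well, compound added after 2 h and incubated 24 h at 37 °C; luciferase luminescence then read after 10 min with detection reagent.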
PKM2 activator – increases activity of human pyruvate kinase M2. purified PKM2, Kinase-Glo ATP luminescence, activation; response scale: 0% is enzyme alone, no compound. Potency, µM (top dose mostly 57.5 µM), for inactives: at the top dose activation, actives largely listed as activators. 260,000 compounds, 0.34% hits. P14618; note: potency is the fitted concentration of half-maximal effect; % is set by controls: 0 for no effect and ±100 for the full control effect; nearly all actives have a fitted effect of over 55% in size
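Purified hPK-M2 (>95%) run at intermediate activity with 0.1 mM ADP and 0.5 mM PEP in 50 mM imidazole pH 7.2, KCl, MgCl2; 1 h room temperature. ATP formed read by Kinase-Glo luminescence; normalized to uninhibited and no-enzyme controls.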
ELG1 DNA repair – blocks ELG1-dependent DNA repair in HEK293T cells | AID 504467 | 330,000 compounds, 2.3% hits | HEK293T ELG1-luciferase reporter, luminescence, 16 h; DNA damage induced by 5-fluorouridine | Potency, µM (highest dose often 46.1 µM), without a hit: at the highest dose activity change, negative = inhibition, usual class: inhibitors; note: potency is the fitted concentration of half-maximal effect; % is set by controls: 0 for no effect and ±100 for the full control effect; nearly all actives have a fitted effect of over 55% in size
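Reporter activity after DNA damage by 5-fluorouridine is monitored. Compound-treated cells incubate 16 hr at 37 °C, then ONE-Glo is added for 30 min before luminescence reading.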
Mito fusion yeast – mitochondrial division inhibition or fusion activation; S. cerevisiae fusion-defective mutant growth rescue, CellTiterGlo 48 h; Potency, µM (titrated, usually from 46.1 µM), for inactives: top-dose growth rescue (activation), actives largely listed as activators; 320,000 compounds, 0.23% hits; AID 485298;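 note: potency is the fitted concentration of half-maximal effect; % of control where 0% means no effect; nearly all actives have a fitted effect of over 45% in size; temperature-sensitive fusion mutants such as fzo1-1 at 37 °C on non-fermentable ethanol glycerol medium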
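Read-out: ATP-based luminescence (CellTiterGlo, 10 min ambient) reporting growth of fusion-defective ts yeast after 48 hours at 37C on glycerol/ethanol YPEG medium in the presence of compound.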
FLuc counter – counter-screen for miR-21 project: firefly luciferase inhibitors or activators; purified FLuc, Km substrates, luminescence inhibition; Potency, µM (titrated, usually from 57.5 µM), inactives show at the highest dose activity change, negative = inhibition, usual class: inhibitors; 360,000 compounds, 6.9% hits;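 note: potency is the fitted concentration of half-maximal effect; plate controls were vehicle for no effect and reference inhibitor for full effect; nearly all actives have a fitted effect of over 55% in size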
Target sequence (P08659 whole entry, looked up): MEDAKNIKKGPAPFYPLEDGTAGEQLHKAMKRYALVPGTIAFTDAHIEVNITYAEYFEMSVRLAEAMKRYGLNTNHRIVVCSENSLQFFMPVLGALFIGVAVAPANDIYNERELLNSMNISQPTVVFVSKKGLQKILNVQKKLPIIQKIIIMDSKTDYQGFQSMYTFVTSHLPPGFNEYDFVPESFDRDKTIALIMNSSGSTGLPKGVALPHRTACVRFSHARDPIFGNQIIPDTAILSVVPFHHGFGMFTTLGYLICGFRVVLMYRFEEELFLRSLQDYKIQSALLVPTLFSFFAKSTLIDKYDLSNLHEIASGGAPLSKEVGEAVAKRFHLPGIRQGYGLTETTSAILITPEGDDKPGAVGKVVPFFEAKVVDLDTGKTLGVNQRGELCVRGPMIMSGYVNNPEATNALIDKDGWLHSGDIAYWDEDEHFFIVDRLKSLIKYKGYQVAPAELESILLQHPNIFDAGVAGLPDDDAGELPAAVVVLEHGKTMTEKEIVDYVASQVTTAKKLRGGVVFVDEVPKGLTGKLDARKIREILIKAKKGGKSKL
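Purified P. pyralis luciferase (10nM final) with 10uM D-luciferin and 10uM ATP (Km levels) in 50mM Tris acetate pH 7.5, 10mM Mg acetate, 0.01% Tween-20, 0.05% BSA; qHTS 6-point titration, ~60 µM downward; luminescence read.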
RORgamma inh – blocks mouse ROR gamma transcriptional activity; Drosophila S2 Gal4-RORgamma UAS-luciferase reporter, 20 h; Potency, µM (series often up to 53.6 µM), for inactives: at the top dose activity change, negative = inhibition, usual class: inhibitors; 310,000 compounds, 5.4% hits; AID 2551; note: potency is the fitted concentration of half-maximal effect; % is set by controls: 0 for no effect and ±100 for the full control effect; nearly all actives have a fitted effect of over 60% in size
Target sequence (P51450 whole entry, looked up, the tested form may be a part): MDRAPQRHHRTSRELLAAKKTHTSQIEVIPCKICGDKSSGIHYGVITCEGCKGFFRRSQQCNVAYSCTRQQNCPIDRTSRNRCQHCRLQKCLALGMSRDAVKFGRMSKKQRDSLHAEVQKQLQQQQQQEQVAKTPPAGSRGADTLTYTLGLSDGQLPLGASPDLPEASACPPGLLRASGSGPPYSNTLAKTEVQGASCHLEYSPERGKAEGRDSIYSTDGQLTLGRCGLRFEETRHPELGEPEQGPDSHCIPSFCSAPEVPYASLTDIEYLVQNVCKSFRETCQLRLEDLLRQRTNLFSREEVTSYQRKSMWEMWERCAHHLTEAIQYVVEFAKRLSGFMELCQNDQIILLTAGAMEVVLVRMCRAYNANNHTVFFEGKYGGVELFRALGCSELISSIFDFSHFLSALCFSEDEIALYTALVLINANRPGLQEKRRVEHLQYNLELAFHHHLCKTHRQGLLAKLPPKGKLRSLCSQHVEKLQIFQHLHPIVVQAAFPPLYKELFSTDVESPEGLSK
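Luminescence from a UAS-regulated Photinus luciferase reporter in stably transfected Drosophila Schneider cells is measured; decreased signal marks ROR gamma inhibition. Fusion expression is induced by 700 uM copper sulfate for 20 hr.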
VP16 counter – counter-screen for ROR gamma inhibitors: Gal4-VP16 reporter; Drosophila S2 Gal4-VP16 UAS-luciferase, luminescence, 20 h; Potency, µM (titrated, usually from 53.6 µM), for inactives: top-dose activity, negative = inhibition, hits mostly inhibitors; 310,000 compounds, 3.5% hits; AID 2546;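 note: Gal4-VP16 expression switched on by copper sulfate through the metallothionein promoter; potency is the fitted concentration of half-maximal effect; % is set by controls: 0 for no effect and ±100 for the full control effect; nearly all actives have a fitted effect of over 50% in size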
Menin MLL FP TR – displaces Texas Red mutant MLL peptide from human menin | O00255 | Menin + Texas Red MLL mutant peptide, fluorescence polarization | 270,000 compounds, 0.23% hits | Potency, µM (doses to about 61.6 µM), without a hit: at the top dose FP activity change, negative = inhibition, hits mostly inhibitors | AID 1768; active = well fitted inhibition curve with a large enough effect in the polarisation, with a control signal flat, not every such curve was filed as active; inconclusive = small, poorly fitted or top-dose-only effect, or effect the other way, or a change in a side signal; inactive = no such curve, though single readings can be large or run the other way; the % refers to the polarisation; note: potency is the fitted concentration of half-maximal effect; % of control where 0% means no effect; many of its hits are not listed in these tables
KCNH2 3.1 block – inhibitors of human KCNH2 3.1 potassium channel isoform. activity change, % (tested at about 1.8 µM). AID 720553. U2OS KCNH2 3.1, thallium flux FluxOr; hits give low values. 340,000 compounds, 0.95% hits;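 active = maximum activity change below -70%; inconclusive = maximum activity change from -70% to -50%; inactive = maximum activity change above -50%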;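 note: thallium influx rate constant from kinetic fluorescence after stimulation buffer; % is set by controls: 0 for no effect and ±100 for the full control effect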
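FluxOr-based Tl+ influx in U2OS cells transduced with KCNH2 3.1 virus; rate constants normalized to DMSO controls.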
MBNL1 CUG block – MBNL1-poly(CUG) RNA binding inhibition. 280,000 compounds, 0.036% hits. Q9NR56. TR-FRET MBNL1-His/biotin-(CUG)12 binding, 665/545 ratio. AID 2675. Potency, µM (top dose mostly 57.5 µM), for inactives: top-dose activity change, negative = inhibition, hits mostly inhibitors; active = well fitted inhibition curve with a large enough effect in the signal ratio, with a control signal flat, not every such curve was filed as active; inconclusive = small, poorly fitted or top-dose-only effect, or effect the other way, or a change in a side signal; inactive = no such curve, though single readings can be large or run the other way; the % refers to the signal ratio; note: potency is the fitted concentration of half-maximal effect; % is set by controls: 0 for no effect and ±100 for the full control effect
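Compounds (final 92 nM to 58 uM) are added to His-tagged MBNL1 and biotin-(CUG)12, then terbium anti-His antibody and streptavidin-XL665 (5 nM final). After 60 min at room temperature, the 665/545 nm ratio is read.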
NPC1 promoter act – NPC1 promoter activation | Huh7 NPC1 promoter luciferase reporter, 24 h | Potency, µM (titrated, usually from 9.22 µM), for inactives: at the top dose activation, usual class: activators | 320,000 compounds, 2.4% hits;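 note: potency is the fitted concentration of half-maximal effect; % of control where 0% means no effect; nearly all actives have a fitted effect of over 60% in size; reporter is driven by a mutant NPC1 promoter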
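Luminescence from an NPC1 promoter-driven luciferase reporter in stably transfected Huh7 cells was measured after 24 h compound treatment at 37 °C, followed by 10 min ambient incubation with luciferase detection reagent.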
An asterisk follows results filed as active; ? = inconclusive; · = not tested or not shown; & = joins results of further samples; [ ] = dose if it differs, or a comment. Unless noted, calls come from the whole dose curve; as a rule, active = well fitted curve in the direction sought with a large enough effect; inconclusive = small, poorly fitted or top-dose-only effect, or another doubt; inactive = no such curve, though single readings can be large; an effect the other way counts as inactive or inconclusive. An excerpt; the hit share may differ from the screen's.

Below each SMILES – Rab9 promoter act | PKM2 activator | ELG1 DNA repair | Mito fusion yeast | FLuc counter | RORgamma inh | VP16 counter | Menin MLL FP TR | KCNH2 3.1 block | MBNL1 CUG block | NPC1 promoter act
NS(=O)(=O)c1ccc(Nc2nc(-c3cccc([N+](=O)[O-])c3)cs2)cc1
→ -5% | -6% | -15% | -1% | -8% | 9% | -16% | ? | -2 | ? | -9%
CCCCCCCCCn1ccc(=N)cc1
→ -42%[inhibitor] | -2% | 0.41µM* | -28% | -1% | ? | 1.6µM* | · | 13 | -5% | -37%[inhibitor]
CCOc1ccc(N(Cc2nnc3n2CCCCC3)C(=O)Nc2cccc(C)c2)cc1
→ -6% | -11% | ? | -4% | -2% | -2% | -5% | -11% | 8 | -4% | -4%
O=C(COC(=O)c1ccc(S(=O)(=O)N2CCCCCC2)cc1)NCc1ccc(Cl)cc1
→ -2% | · | 21% | -1% | 0% | · | · | · | -5 | · | -2%
CCc1ccccc1NC(=O)CNC(=O)CNC(=O)Cc1ccccc1
→ -3% | · | 9% | 0% | -1% | · | · | · | -5 | · | -2%
Cc1ccc(C(=O)NC(=S)N2CCN(C)CC2)cc1
→ -5% | -3% | ? | -6% | 4% | 0% | 7.1µM* | -3% | -44 | 1% | -4%
Cn1cc([N+](=O)[O-])c(C(=O)Nc2ccn(Cc3c(F)c(F)cc(F)c3F)n2)n1
→ -2% | -6% | ? | -3% | 0% | 1% | -2% | -10% | -19 | ? | 2%
Cc1ccc(C(=O)NC2CCS(=O)(=O)C2)cc1S(=O)(=O)N1CCOCC1 (stereo unspecified)
→ 0% | 5% | 14% | -2% | 0% | 16% | 2% | -21% | 3 | -8% | -3%
Fc1ccc(CNc2nc(-c3cccnc3)nc3ccccc23)cc1
→ 1% | 6% | ? | -9% | -10% | 37% | -2% | 23% | -14 | -8% | 2%
COc1ccc(NC(=O)c2cc3ccccc3cc2OC)cc1
→ 29% | 0% | ? | -5% | 3.4µM* | ? | 0% | ? | -18 | 9% | ?
O=C(Cc1ccccc1)NC(Nc1cccc2ccccc12)C(Cl)(Cl)Cl (stereo unspecified)
→ -4% | 2% | -4% | 3% | 3% | -32% | ? | ? | -2 | -1% | -4%
Cc1cccn2c(=O)c3cc(C(=O)NCCCN4CCCC4=O)n(C)c3nc12
→ 3% | -2% | 2% | 1% | -1% | -3% | 9% | ? | 5 | ? | -2%
CCOC(=O)Cc1nnc(NC(=O)CSc2nnc3c4ccccc4n(C)c3n2)s1
→ 6% | ? | 4% | 2% | 6% | -26% | 1% | -2% | -1 | ? | -2%
CN1CCN(C(=O)CCc2nc3ccccc3n2-c2ccccc2)CC1
→ -3% | -11% | -6% | -2% | 1% | 20% | 25% | 8% | -5 | -4% | -2%
O=C(CC1NCCN(Cc2ccccc2)C1=O)Nc1ccc(Cl)cc1 (stereo unspecified)
→ 0% | 0% | 10% | -4% | 1% | ? | 1% | · | 9 | -1% | 3%
COc1ccc(OC)c(C2C3CN(C(C)C)CC=C3C(C#N)=C(N)C2(C#N)C#N)c1 (stereo unspecified)
→ -3% | -1% | ? | -2% | 0% | -32% | 17% | -5% | 20 | ? | 0%
Cc1ccc(CN2CCN(/N=C/c3cccnc3)CC2)cc1
→ -3% | -1% | -3% | -9% | 0% | 12% | 9% | -8% | -5 | 2% | 1%
O=C(NCc1ccco1)C(c1ccc(F)cc1)N(C(=O)Cc1cccs1)c1cccnc1 (stereo unspecified)
→ -1% | 0% | -14% | 4% | -1% | 7% | 1% | -11% | 5 | -7% | -1%
O=C(CNC(=O)c1cccc(F)c1)OCC(=O)N1CCCc2ccccc21
→ -2% | 1% | -6% | -5% | 5% | ? | 1% | -16% | 6 | -21% | -1%
CCn1c(CSc2nc(C)cc(C)n2)nnc1SCC(N)=O
→ -8% | 1% | 7% | 2% | 0% | -21% | 2% | 5% | 19 | -11% | 0%
CC(=O)CC(=O)NC(=NC1CCCCC1)Nc1nc(C)cc(C)n1
→ -1% | -8% | 10µM* | -5% | -1% | 7% | -2% | 0% | 4 | -9% | 0%
COc1cc2c(cc1OC)C(C)N(C(=O)/C=C/c1cc(OC)c(OC)c(OC)c1)CC2 (stereo unspecified)
→ -11% | · | 18µM* | 16% | 6% | -1% | -8% | -12% | 17 | 8% | -3%
Cc1onc(-c2ccccc2)c1C(=O)OCC(=O)NC(=O)c1ccccc1
→ -4% | · | 10% | -4% | 1% | · | · | · | -4 | · | -2%
Cc1ccc(/C=N/NC(=O)C2(O)c3ccccc3-c3ccccc32)o1
→ 0% | ? | -11% | -20% | -1% | -20% | 3% | -4% | -6 | 8%[11.5 µM] | -3%
Cc1ccc(C)c2[nH]c(=O)c(CN(Cc3cccs3)C(=S)NCc3ccco3)cc12
→ -7% | 15% | 16µM* | 9% | 2% | -20% | 0% | -7% | -5 | · | -2%
Cn1c(SCC(=O)NC2CCCC2)nc2c(c1=O)SCC2
→ 2% | 4% | 0% | 0% | 0% | -21% | -2% | · | -3 | 12% | 1%
Cc1cc(NC(=O)c2cc(-c3ccccn3)nc3c(Cl)cccc23)no1
→ 8% | 3% | 9% | 0% | 1% | ? | -16% | ? | 6 | 203%[activator] | -3%
O=C(c1ccc2c(=O)n3c(nc2c1)CCCCC3)N1CCN(c2ccc(Cl)cc2)CC1
→ 10% | 9% | ? | -9% | 1% | ? | -1% | 1% | 42 | -4% | 0%
O=C(O)C1CC=CCC1C(=O)Nc1ccccc1C(=O)N1CCN(c2ccccc2)CC1 (stereo unspecified)
→ -3% | -7% | 1% | 0% | 0% | 3% | 13% | -14% | -3 | 1% | -2%
O=C(Cn1c(=O)oc2cc(S(=O)(=O)N3CCCC3)ccc21)N1CCN(c2ccccc2)CC1
→ 9% | -8% | 0% | -2% | -1% | -4% | -6% | 2% | -2 | -3% | 0%
CCOC(=O)C1(Cc2ccc(Cl)cc2)CCN(Cc2cnc(N)nc2)CC1
→ -1% | -3% | 3% | -2% | 2% | -6% | -8% | -15% | ? | 1% | 1%
CCOc1ccc(NS(=O)(=O)c2cc(C(=O)NCC3CCCO3)ccc2Cl)cc1 (stereo unspecified)
→ 2% | · | 15% | 2% | 5% | · | · | · | -44 | · | -3%
O=C(COc1ccccc1)Nc1nccs1
→ 3.5µM* | -13% | ? | 3% | 11µM* | 13µM* | ? | -5% | 3 | ? | 1µM*
COc1ccc(CNC(=O)C2CCCN2C(=O)NCc2ccccc2)cc1 (stereo unspecified)
→ -3% | 1% | 8% | 3% | 3% | -3% | -4% | -18% | 9 | 4% | 3%
N#Cc1nnn(-c2ccc(Cl)cc2)c1N
→ 3%&-5% | 1%&1% | 0%&4% | 6%&3% | 0%&-3% | 13%&6% | 1%&-6% | 1% | 7 | 2%&-13% | -3%&1%
Cc1cc2c(cc1S(=O)(=O)N1CCCC1)n(C)c(=O)c(=O)n2C
→ 0% | 9% | 1% | 3% | 6% | -25% | 6% | 10% | -9 | -1% | 1%
Cc1noc(C)c1COc1ccc(C(=O)OCC(=O)N2CC3(C)CC2CC(C)(C)C3)cc1 (stereo unspecified)
→ -1% | -2% | ? | 9% | 2% | -30% | 0% | 2% | -9 | 5% | -5%
CCN(CC)c1ccc2cc(C(=O)NCc3ccc(F)cc3)c(=N)oc2c1
→ 0% | -1% | ? | -1% | 17µM* | 39% | -1% | · | · | ? | 3%
CCOc1c(Cl)cc(C(=O)Nc2ccccc2C(=O)O)cc1Cl
→ ? | -11% | ? | 4% | 19µM* | -42% | ? | ? | -1 | -5% | 25%
O=C(CSc1nnc(CNc2cccc(C(F)(F)F)c2)n1Cc1ccco1)NCc1ccco1
→ -1% | -13% | ? | -2% | 2% | -15% | -11% | ? | -14 | -1% | -1%
Nc1nnc(SCC(=O)Nc2ccc(Cl)c(C(=O)O)c2)s1
→ -5% | 0% | 11% | -3% | 0% | -11% | -11% | 2% | -3 | -2% | -3%
O=C(NCc1ccc(-c2csnn2)cc1)C1CC1
→ -5% | 6% | -3% | -3% | -2% | -1% | -5% | · | -7 | 2% | 1%
CCOc1ccc(NC(=O)CSc2ccc(-c3cccnc3)nn2)cc1
→ 4% | -3% | ? | 2% | ? | -1% | -6% | · | · | -2% | -5%
